Screening results as filed in PubChem.
Runt-CBFb FRET: inhibitors of RUNX1 Runt–CBFb binding, primary screen, biochemical, FRET, Cerulean-Runt, Venus-CBFb, uHTS; Runt-related transcription factor 1 (Homo sapiens) + Core-binding factor subunit beta …; AID 1496, 2009; 0.46% of 220,000 active; inhibition, % at 20 µM; Cerulean-Runt/Venus-CBFb FRET ratio 530/480, 1 h;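 active means inhibition over about 50% at 20 µM in the single-dose screen, limit read from the data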;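 further: 0% = DMSO wells and 100% = excess unlabeled CBFb competitor control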
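Reagent – Venus-CBFb binding partner, 100 nM · Assay system – Cerulean-tagged RUNX1 Runt domain (FRET donor) fusion protein · Input – 100 nM per protein · Incubation – two 1 h room-temperature incubations shielded from light · Measured by – FRET fluorescence · Medium – Tris buffer pH 7.5 with salts and BSA · Benchmarks – unlabeled CBFb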
NPY-Y1 PAM-ag: NPY-Y1 receptor potentiators or agonists, primary screen, cell-based; Neuropeptide Y receptor type 1 (Homo sapiens), P25929; NPY-Y1 expressing cells, potentiator/agonist activation; activation, % at 3.6 µM; 0.37% of 220,000 active; AID 1304, 2008; in the data active means activation above about 33%, passing the limit was not always enough;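 further: cells stimulated with NPY at EC10 then isoproterenol at EC100; 0% = low agonist plus stimulus and 100% = saturating agonist plus stimulus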
p97 ATPase inh: inhibitors of human p97 ATPase, primary screen, biochemical | Transitional endoplasmic reticulum ATPase (Homo sapiens), P55072 | recombinant p97 ATPase, Kinase-Glo ATP luminescence, 3 h | inhibition, % at 8 µM | 0.42% of 220,000 active; in the data active means inhibition above about 15%;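 further: 0% = DMSO vehicle and 100% = wells lacking enzyme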
RBBP9 inh: human RBBP9 inhibitors, primary screen, biochemical, fluorescence polarization, FP-Rh probe, HTS | Serine hydrolase RBBP9 (Homo sapiens), O75884 | recombinant RBBP9 | inhibition, % at 7.94 µM | 0.2% of 220,000 active;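 active means inhibition above the campaign mean of all tested compounds plus 3 SD, cut at about 14% in these data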;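 further: plate controls were DMSO wells with RBBP9 for no effect and wells lacking RBBP9 protein for full effect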
Target sequence (O75884 whole entry, looked up): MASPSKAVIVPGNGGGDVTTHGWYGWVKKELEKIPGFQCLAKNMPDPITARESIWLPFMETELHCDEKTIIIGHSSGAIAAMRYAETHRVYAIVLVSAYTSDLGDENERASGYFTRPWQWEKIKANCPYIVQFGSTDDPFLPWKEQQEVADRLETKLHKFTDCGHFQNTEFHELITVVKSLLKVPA
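Measured by – fluorescence polarization · Test system – RBBP9 protein · Input – 2.5 µM RBBP9 dispensing solution, before mixing · Measure – percent inhibition from mP, scaled between DMSO and no-protein wells · Benchmarks – DMSO-treated enzyme wells and wells lacking RBBP9 · Times – preincubation 30 min plus labeling 45 min at 25 °C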
Hck Nef HTS: inhibitors of Nef-activated human Hck kinase, primary screen, biochemical, Z-Lyte FRET, 384-well, Hck-YEEI; Tyrosine-protein kinase HCK (Homo sapiens), P08631; Recombinant Hck-YEEI plus Nef, Z-Lyte FRET kinase assay; inhibition, % at 20 µM; 0.68% of 220,000 active;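 active means Hck-Nef kinase inhibition above about 50%, limit read from the data; inactive means inhibition below that limit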;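 further: 0% = DMSO with Hck plus Nef and 100% = Hck alone without Nef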
Target sequence (P08631 whole entry, looked up): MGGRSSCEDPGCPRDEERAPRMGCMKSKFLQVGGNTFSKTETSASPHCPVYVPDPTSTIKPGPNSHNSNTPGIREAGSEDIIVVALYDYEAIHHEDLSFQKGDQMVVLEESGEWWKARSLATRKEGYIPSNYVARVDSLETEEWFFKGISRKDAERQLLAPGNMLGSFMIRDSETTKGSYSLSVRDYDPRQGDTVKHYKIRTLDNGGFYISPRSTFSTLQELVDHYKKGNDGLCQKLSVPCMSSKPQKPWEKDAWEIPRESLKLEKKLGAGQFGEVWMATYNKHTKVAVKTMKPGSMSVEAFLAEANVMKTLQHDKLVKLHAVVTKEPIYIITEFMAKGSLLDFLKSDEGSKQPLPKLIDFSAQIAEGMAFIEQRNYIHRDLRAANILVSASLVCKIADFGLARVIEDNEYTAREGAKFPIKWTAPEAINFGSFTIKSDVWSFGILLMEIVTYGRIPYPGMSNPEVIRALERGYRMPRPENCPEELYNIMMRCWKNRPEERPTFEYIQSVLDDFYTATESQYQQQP
Runt-SMMHC FRET: inhibitors of RUNX1 Runt–CBFb-SMMHC binding, primary screen, biochemical, FRET, Cerulean-Runt, Venus-CBFb-SMMHC, uHTS | Runt-related transcription factor 1 (Homo sapiens) + Core-binding factor subunit beta … | Cerulean-Runt/Venus-CBFb-SMMHC FRET ratio 530/480, 1 h | inhibition, % at 20 µM | 0.74% of 220,000 active;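 active means mean inhibition across duplicate retests at 20 µM reaching about 50%, limit read from the data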;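 further: 0% = DMSO wells and 100% = wells with excess untagged CBFb-SMMHC; inhibitors lower the FRET ratio by blocking Runt binding to CBFb-SMMHC; some results filed as inactive read as strong as hits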
MDM2 E3 inh: MDM2-luciferase reporter signal enhancers, primary screen, MDM2 E3 ligase inhibitor project, cell-based, luminescence, 1536-well. cell-based MDM2 ubiquitination luciferase reporter, 2 h; 0 = plate control, 100 = twice control, blank-subtracted. 0.11% of 210,000 active. signal enhancement, % at 5 µM. E3 ubiquitin-protein ligase Mdm2 (Homo sapiens), Q00987;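 active means signal enhancement of 30% or more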;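 further: luminescence tracks abundance of the self-degrading MDM2-luciferase fusion protein; higher signal means inhibition of MDM2 E3 ligase activity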
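Buffer or medium: Cells held in DMEM | Assay system: Stable mammalian line carrying autodegrading MDM2–luciferase fusion reporter | Quantity: 2000 cells/well | Times: 4 h settle plus 2 h compound, 37 °C | Doses: One concentration, 5 µM, with 0.2% DMSO | Technique: Luminescence with SteadyLite reagent, 15 min at room temperature | Benchmarks: Plate controls and plate blanks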
NPY Y1 blocker: NPY-Y1 receptor antagonists, primary screen, cell-based; Neuropeptide Y receptor type 1 (Homo sapiens), P25929; HEK293-CNG Y1 cells, membrane potential fluorescence; NPY at EC95, then isoproterenol; inhibition, % at 3.6 µM; 1% of 200,000 active; AID 1040, 2008;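 active means inhibition above the campaign mean inhibition of all tested compounds plus 3 SD, cut at about 20% in these data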;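 further: 0% = DMSO wells given NPY plus isoproterenol and 100% = isoproterenol alone without NPY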
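Material: HEK293 cells with Y1 receptor plus CNG channel; times: compound incubation 1 h at room temperature, readout 45 min post-stimulation; signal: fluorescence, membrane potential probe; read-out basis: fluorescence ratio normalized to % inhibition between controls; benchmarks: full-block control isoproterenol-only wells, zero-block control NPY plus isoproterenol wells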
NPY2 pot ag: NPY-Y2 potentiators or agonists, primary screen, cell-based; 0.45% of 220,000 active; cells expressing NPY-Y2, potentiator/agonist read-out; activation, % at 3.6 µM; Neuropeptide Y receptor type 2 (Homo sapiens), P49146; in the data active means activation above about 27%;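 further: cells stimulated with NPY near EC25 plus isoproterenol at EC100; 0% = vehicle plus submaximal agonist and 100% = vehicle plus saturating agonist; some results beyond the cut were filed as inactive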
Starred values were filed as active, the others as inactive; . = not tested or not shown. Compounds as they come; overall some 3.5% were active at least once.

SMILES	Runt-CBFb FRET	NPY-Y1 PAM-ag	p97 ATPase inh	RBBP9 inh	Hck Nef HTS	Runt-SMMHC FRET	MDM2 E3 inh	NPY Y1 blocker	NPY2 pot ag
O=C1CC(CC(=O)N/N=C/c2ccccc2[N+](=O)[O-])=NN1	-1	1	-4	-2	0	-1	-5	1	6
COc1ccc(C/C(C)=N/NC(=O)c2ccc(Cl)cc2)cc1	0	4	3	-5	12	-5	-4	5	-6
Cc1ccc(NC(=O)CCC(=O)NNC(=O)NC2CCCCC2)c(C)c1	0	-11	3	2	1	4	-10	3	2
COc1ccc(Oc2nc3ccccc3n(C)c2=O)cc1	-1	5	-4	-6	0	2	-4	0	5
COc1ccccc1CC(=O)N(CCC#N)CCC#N	-3	-9	1	-4	1	4	-6	-2	-9
Cc1cc(OCC(O)CN2CCN(CCO)CC2)ccc1C(C)C (configuration not stated)	1	-9	6	-7	2	-1	-23	5	2
NC1=NC[C@@H](Cc2ccc(O)cc2)N1CC1CCCCC1	0	.	.	.	24	0	8	.	.
O=C(COC(=O)c1ccc2ncsc2c1)NC(=O)NCc1ccccc1	-1	-2	1	-1	18	4	-4	4	4
COc1ccc(OC)c(-c2cn(S(=O)(=O)c3ccccc3)nc2N)c1	-1	-2	0	-1	0	1	-13	3	3
CC(C)CN(C(=O)CN1CCN(S(=O)(=O)c2ccc3ccccc3c2)CC1)c1c(N)n(CC(C)C)c(=O)[nH]c1=O	2	0	3	-2	-12	0	7	0	5
Cc1cc(Br)ccc1-n1[nH]c(C)c(C=Nc2cccc3nsnc23)c1=O	21	-7	2	-5	34	-19	-2	2	-5
O=C1CCC(=O)N1c1ccc(NC2CCN(Cc3ccccc3)CC2)c([N+](=O)[O-])c1	0	-9	3	-3	-3	-2	5	-1	-14
CCCCNCc1ccc(SC)cc1	1	-17	-1	-5	2	2	-8	4	-7
CCOC(=O)c1cnn(CCOC(=O)c2ccccc2)c1NC(=O)c1ccccc1	-1	9	0	2	3	2	24	9	9
O=S(=O)(c1ccc(NC(=S)NC2CCCC2)cc1)N1CCCC1	1	15	1	-5	8	-2	0	-4	24
O=C(OCC1CC(c2ccccn2)=NO1)c1ccc(Br)cc1 (configuration not stated)	-1	-29	-6	-11	-11	4	6	12	-7
CCn1c(=O)n(CC(=O)Nc2cc(OC)ccc2OC)c(=O)c2ccccc21	0	13	0	3	-5	4	-8	-2	0
COC(=O)c1[nH]c2cccc(C)c2c1NC(=O)CN1CCN(c2ccccc2OC)CC1	-3	-2	-1	-5	0	-1	-9	-7	10
Cc1cc(C)n(CC(O)Cn2c3ccc(Br)cc3c3cc(Br)ccc32)c(=O)n1 (configuration not stated)	-13	5	-4	-14	1	-4	-12	1	12
O=C(OCCN1C(=O)c2ccccc2C1=O)c1cc(=O)[nH]c2ccccc12	2	-8	-2	-4	2	2	-6	6	-11
CC(=O)N=c1sc(S(N)(=O)=O)nn1C	32	2	1	-8	-8	38	.	4	1
COc1ccc(Cl)cc1C(=O)Nc1ccc(CN2CCCCC2)cc1	-1	-22	6	3	-11	-1	-6	12	-12
COc1ccc(OC)c(CCNC(=O)C(=O)Nc2ccc3nc4n(c(=O)c3c2)CCCCC4)c1	4	-12	-4	-7	50	1	-7	.	2
CCS(=O)(=O)n1nc(C(=O)N2CCOCC2)nc1N	2	11	2	-5	-4	0	-18	-1	24

6 successive records from above, quoted:
SMILES	Runt-CBFb FRET	NPY-Y1 PAM-ag	p97 ATPase inh	RBBP9 inh	Hck Nef HTS	Runt-SMMHC FRET	MDM2 E3 inh	NPY Y1 blocker	NPY2 pot ag
CCn1c(=O)n(CC(=O)Nc2cc(OC)ccc2OC)c(=O)c2ccccc21	0	13	0	3	-5	4	-8	-2	0
COC(=O)c1[nH]c2cccc(C)c2c1NC(=O)CN1CCN(c2ccccc2OC)CC1	-3	-2	-1	-5	0	-1	-9	-7	10
Cc1cc(C)n(CC(O)Cn2c3ccc(Br)cc3c3cc(Br)ccc32)c(=O)n1 (configuration not stated)	-13	5	-4	-14	1	-4	-12	1	12
O=C(OCCN1C(=O)c2ccccc2C1=O)c1cc(=O)[nH]c2ccccc12	2	-8	-2	-4	2	2	-6	6	-11
CC(=O)N=c1sc(S(N)(=O)=O)nn1C	32	2	1	-8	-8	38	.	4	1
COc1ccc(Cl)cc1C(=O)Nc1ccc(CN2CCCCC2)cc1	-1	-22	6	3	-11	-1	-6	12	-12
